Screening results deposited in PubChem BioAssay by National Center for Advancing Translational Sciences (NCATS).
L3MBTL1 block = L3MBTL1 (human) inhibition; AID 485360; actives 0.66% (n = 230,000); Potency, µM (doses to about 57.1 µM), without a hit: at the top dose activity, negative = inhibition, most hits filed as inhibitors; AlphaScreen L3MBTL1–H3K9me1 peptide binding; note: % is set by controls: 0 for no effect and ±100 for the full control effect; nearly all actives have a fitted effect of over 60% in size
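L3MBTL1 50 nM + b-AHA-H3(1-15)K9me1 75 nM, 30 min RT; compound added, 30 min RT; streptavidin donor/Ni-chelate acceptor beads 10 ug/mL each final, 30 min RT dark; AlphaScreen read.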
HTT cytoprotect = cytoprotection in Huntington HTT-Q103 PC12 cell model; PC12 HTT-Q103 induced, cytoprotection, ATP luminescence, 40 h; Potency, µM (top dose mostly 56.4 µM), without a hit: cytoprotection (ATP increase), actives largely listed as activators; actives 0.14% (n = 230,000); AID 1471;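 note: % of control where 0% means no effect; nearly all actives have a fitted effect of over 45% in size; toxic huntingtin expression switched on by the ecdysone agonist tebufenozide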
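Compounds were screened for protection of PC12 cells against cell death after tebufenozide induction (100 nM final) of mutant Huntingtin exon 1 (Q103) fused to GFP.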
Tau ThT inhib = inhibitors of human tau fibril formation, thioflavin T binding; P10636; recombinant tau K18 P301L, heparin-induced fibrillization, ThT fluorescence; Potency, µM (titrated, usually from 57.4 µM), without a hit: top-dose activity, negative = inhibition, actives largely listed as inhibitors; actives 2.1% (n = 270,000); AID 1460; note: % is set by controls: 0 for no effect and ±100 for the full control effect; nearly all actives have a fitted effect of over 55% in size
Target sequence (P10636 561-689 P618L limits assumed): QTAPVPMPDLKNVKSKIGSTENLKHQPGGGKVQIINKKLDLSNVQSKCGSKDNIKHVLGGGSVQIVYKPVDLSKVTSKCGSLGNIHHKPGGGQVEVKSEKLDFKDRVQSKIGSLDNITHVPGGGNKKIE
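Using a mix of unlabeled (15 uM) and Alexa 594-labeled (0.24 uM) tau K18 P301L, heparin-triggered fibrillization over 6 hr at 37 C was scored by ThT fluorescence.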
TRb-SRC2 inh = disrupts binding of human TR beta to SRC2. Potency, µM (highest dose often 106 µM), for inactives: top-dose activity change, negative = inhibition, actives largely listed as inhibitors. TRbeta-SRC2 peptide binding, fluorescence polarization; receptor liganded with 1 µM T3. actives 0.065% (n = 280,000). P10828;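 note: plate controls were bound peptide for no effect and peptide without receptor for full effect; nearly all actives have a fitted effect of over 50% in size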
Target sequence (P10828 whole entry, looked up): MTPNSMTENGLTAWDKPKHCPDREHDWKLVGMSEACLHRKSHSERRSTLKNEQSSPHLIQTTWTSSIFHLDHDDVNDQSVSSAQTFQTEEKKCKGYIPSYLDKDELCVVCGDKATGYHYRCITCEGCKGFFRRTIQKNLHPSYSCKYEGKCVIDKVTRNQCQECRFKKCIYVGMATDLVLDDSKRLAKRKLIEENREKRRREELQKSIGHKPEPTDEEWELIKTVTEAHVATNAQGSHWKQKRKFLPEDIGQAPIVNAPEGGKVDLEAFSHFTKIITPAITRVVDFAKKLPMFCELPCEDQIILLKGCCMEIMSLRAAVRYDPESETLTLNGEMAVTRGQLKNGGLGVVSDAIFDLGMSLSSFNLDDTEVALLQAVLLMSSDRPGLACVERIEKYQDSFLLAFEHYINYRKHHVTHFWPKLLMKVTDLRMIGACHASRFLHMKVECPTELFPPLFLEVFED
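Fluorescence polarization of 20 nM Texas Red SRC2 peptide (20-aa NR interaction domain) bound to 0.6 uM human TRb ligand-binding domain, with 1 uM T3, after 5 hr at ambient temperature; inhibition seen as decreased polarization.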
Tau fluor counter = counter-screen for tau fibril formation inhibitors; tau K18 P301L Alexa594 fluorescence, heparin fibrillization; Potency, µM (doses to about 57.7 µM), inactives show top-dose activity change, negative = decrease; actives 0.93% (n = 280,000); note: % is set by controls: 0 for no effect and ±100 for the full control effect; nearly all actives have a fitted effect of over 55% in size
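Human tau K18 P301L (15 uM unlabeled, 0.24 uM Alexa 594-labeled) in 100 mM sodium acetate pH 7 with 20 uM heparin, 6 hr at 37 C. ThT 30 uM added, 1 hr ambient; Alexa 594 FP and total fluorescence read at 555/632 nm.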
RECQ1 inh = blocks DNA unwinding by human RECQ1; P46063; RECQ1 DNA unwinding, red fluorescence kinetic read; Potency, µM (top dose mostly 57.3 µM), without a hit: at the highest dose activity, negative = inhibition, most hits filed as inhibitors; actives 0.54% (n = 240,000);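 note: plate controls were vehicle for no effect and no enzyme for full effect; nearly all actives have a fitted effect of over 30% in size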
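50 nM RECQ1T1 preincubated 15 min with compound in Tris pH 8.0 buffer with MgCl2, DTT, Tween-20 and 2.5 ug/ml poly(dI-dC); started with 200 nM TAMRA/BHQ-2 forked duplex and 2 mM ATP. Unwinding read as fluorescence (525/598 nm), two reads 2 h apart.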
TexasRed fluor = alters Texas Red total fluorescence, flagging assay interference | TRb/SRC2 Texas Red total fluorescence interference | Potency, µM (doses to about 106 µM), for inactives: top-dose fluorescence change, negative = quenching | actives 0.29% (n = 280,000) | AID 1479; active = well fitted curve in either direction with a large enough effect; inconclusive = small, poorly fitted or top-dose-only effect; note: % is set by controls: 0 for no effect and ±100 for the full control effect
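Human TRb ligand-binding domain at 0.6 uM with 20 nM Texas Red SRC2 peptide in Tris buffer containing 1 uM T3 and 5% DMSO, incubated with compound 5 h at ambient temperature. Total fluorescence (555/632 nm) calculated as parallel + 2 × perpendicular.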
Tau fibril FP = blocks human tau fibril formation measured by polarization. P10636. K18 P301L tau heparin fibrillization, Alexa594 FP, 6 h. Potency, µM (titrated, usually from 57.7 µM), inactives show at the top dose activity, negative = inhibition, most hits filed as inhibitors. actives 0.39% (n = 280,000). AID 1468; note: % is set by controls: 0 for no effect and ±100 for the full control effect; nearly all actives have a fitted effect of over 55% in size
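K18 P301L tau (15 uM unlabeled/0.24 uM Alexa 594-labeled, final) + compound + heparin 20 uM final; 100 mM NaOAc pH 7; 6 hr 37 C; ThT 30 uM final added, 1 hr RT; FP ex 555/em 632 nm.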
* hit, by the source's call; [ ] = another dose, or the depositor's remark. Unless noted, calls come from the whole dose curve; as a rule, active = well fitted curve in the direction sought with a large enough effect; inconclusive = small, poorly fitted or top-dose-only effect, or another doubt; inactive = no such curve, though single readings can be large; an effect the other way counts as inactive or inconclusive. Potency is the fitted concentration of half-maximal effect. This is a subset (hit frequency here may not be typical).

Cn1c(=O)c2c(nc(OCc3ccccc3)n2C)n(C)c1=O was read as HTT cytoprotect -7.0%, Tau ThT inhib -0.9%, TRb-SRC2 inh -4.5%, Tau fluor counter 0.0%, RECQ1 inh -4.0%, TexasRed fluor 1.0% and Tau fibril FP 0.0%.
`CCS(=O)(=O)N1CCc2cc(C(=O)Nc3cc(OC)c(Cl)cc3OC)ccc21` gave Tau ThT inhib -12.2%, TRb-SRC2 inh 5.9%, Tau fluor counter -28.4%, TexasRed fluor -1.7% and Tau fibril FP inconclusive.
For CCSc1nc(=S)n(Cc2ccccc2)c(C)c1C(C)=O the results were L3MBTL1 block -1.5%, Tau ThT inhib -3.2%, TRb-SRC2 inh -7.2%, Tau fluor counter -0.2%, RECQ1 inh -1.4%, TexasRed fluor -0.7% and Tau fibril FP -6.5%.
For O=C(CCS(=O)(=O)c1ccc(Cl)cc1)N1CCN(c2ccccc2F)CC1 the results were L3MBTL1 block 34.2%[activator], HTT cytoprotect -14.7%, Tau ThT inhib -14.4%, TRb-SRC2 inh -20.6%, Tau fluor counter -15.3%, RECQ1 inh -4.5%, TexasRed fluor 3.6% and Tau fibril FP -6.7%.
For CCOc1ccc(NC(=O)CN2CCN(CC(=O)Nc3cc(OC)cc(OC)c3)CC2)cc1 the results were HTT cytoprotect -10.9%, Tau ThT inhib -7.4%, TRb-SRC2 inh 1.4%, Tau fluor counter 0.5%, RECQ1 inh inactive, TexasRed fluor -12.3% and Tau fibril FP 4.0%.
Screening COc1ccc(-c2[nH]ncc2C2N=C(N)Nc3nc4ccccc4n32)cc1 (configuration not stated) returned L3MBTL1 block 0.9%, Tau ThT inhib 3.7%, TRb-SRC2 inh -2.9%, Tau fluor counter 6.4%, RECQ1 inh 10.3%, TexasRed fluor 0.6% and Tau fibril FP 7.7%.
Cc1cc(C(=O)N/N=C/c2ccc(N3CCOCC3)cc2)c(C)o1 was read as HTT cytoprotect -76.5%[inhibitor], Tau ThT inhib 3.98µM*, TRb-SRC2 inh 8.7%, Tau fluor counter -18.7%, RECQ1 inh -3.1%, TexasRed fluor -2.0% and Tau fibril FP -2.1%.
`C=CCSc1nc2[nH]ncc2c(=O)[nH]1` gave L3MBTL1 block -19.4%, HTT cytoprotect -34.4%[inhibitor], Tau ThT inhib -0.6%, TRb-SRC2 inh -4.7%, Tau fluor counter 0.7%, RECQ1 inh inconclusive, TexasRed fluor 0.8% and Tau fibril FP 4.8%.
O=C(CCSc1ccccc1)NCCSCc1ccccc1 was read as L3MBTL1 block 4.2%, HTT cytoprotect 1.8%[10 µM], Tau ThT inhib -2.5%, TRb-SRC2 inh -0.2%, Tau fluor counter -7.3%, RECQ1 inh -20.0%, TexasRed fluor -0.3% and Tau fibril FP 6.5%.
O=C(NCCN1CCOCC1)C1CCN(Cc2ccccc2O)CC1 was read as HTT cytoprotect -3.5%, Tau ThT inhib -9.4%, TRb-SRC2 inh -4.9%, Tau fluor counter -3.6%, RECQ1 inh inactive, TexasRed fluor -2.7% and Tau fibril FP 6.0%.
For O=C(OCC#CCSc1nnc(-c2ccc([N+](=O)[O-])cc2)o1)c1cccs1 the results were HTT cytoprotect -15.2%, Tau ThT inhib inconclusive, TRb-SRC2 inh -1.0%, Tau fluor counter inconclusive, RECQ1 inh inactive, TexasRed fluor -2.2% and Tau fibril FP inconclusive.
O=C(c1ccc(N2C(=O)C3CC=C(Cl)CC3C2=O)cc1)N1CCOCC1 (configuration not stated) was read as L3MBTL1 block 1.1%, Tau ThT inhib 2.8%, TRb-SRC2 inh -3.6%, Tau fluor counter 8.6%, RECQ1 inh inactive, TexasRed fluor -2.6% and Tau fibril FP -1.7%.

The final four entries of the part before open the next one.
O=C(CCSc1ccccc1)NCCSCc1ccccc1 was read as L3MBTL1 block 4.2%, HTT cytoprotect 1.8%[10 µM], Tau ThT inhib -2.5%, TRb-SRC2 inh -0.2%, Tau fluor counter -7.3%, RECQ1 inh -20.0%, TexasRed fluor -0.3% and Tau fibril FP 6.5%.
O=C(NCCN1CCOCC1)C1CCN(Cc2ccccc2O)CC1 was read as HTT cytoprotect -3.5%, Tau ThT inhib -9.4%, TRb-SRC2 inh -4.9%, Tau fluor counter -3.6%, RECQ1 inh inactive, TexasRed fluor -2.7% and Tau fibril FP 6.0%.
For O=C(OCC#CCSc1nnc(-c2ccc([N+](=O)[O-])cc2)o1)c1cccs1 the results were HTT cytoprotect -15.2%, Tau ThT inhib inconclusive, TRb-SRC2 inh -1.0%, Tau fluor counter inconclusive, RECQ1 inh inactive, TexasRed fluor -2.2% and Tau fibril FP inconclusive.
O=C(c1ccc(N2C(=O)C3CC=C(Cl)CC3C2=O)cc1)N1CCOCC1 (configuration not stated) was read as L3MBTL1 block 1.1%, Tau ThT inhib 2.8%, TRb-SRC2 inh -3.6%, Tau fluor counter 8.6%, RECQ1 inh inactive, TexasRed fluor -2.6% and Tau fibril FP -1.7%.
Cc1ccc(CSc2nnc(-c3ccncc3)n2C)cc1 was read as HTT cytoprotect -17.1%, Tau ThT inhib -12.1%, TRb-SRC2 inh -7.9%, Tau fluor counter -6.0%, RECQ1 inh -7.5%, TexasRed fluor 1.1% and Tau fibril FP -0.9%.
Screening CN(CC(=O)N1CCc2ccccc2C1)S(=O)(=O)c1ccc2c(c1)c(=O)n(C)c(=O)n2C returned L3MBTL1 block 5.8%, HTT cytoprotect -7.2%, Tau ThT inhib 7.1%, TRb-SRC2 inh -14.9%, Tau fluor counter 13.2%, RECQ1 inh inactive, TexasRed fluor 3.0% and Tau fibril FP 5.2%.
`COC(=O)c1c(C)sc(-c2c(-c3ccc4c(c3)OCCO4)[nH]c3[nH]c(=O)[nH]c(=O)c23)c1O` gave Tau ThT inhib inconclusive, TRb-SRC2 inh 6.1%, Tau fluor counter 20µM*[quencher], TexasRed fluor inconclusive and Tau fibril FP inconclusive.
For CCOc1ccc(CNC(=O)Cn2ncc3c(=O)oc4ccc(C)cc4c32)cc1 the results were Tau ThT inhib 0.0%, TRb-SRC2 inh 1.5%, Tau fluor counter 4.5%, TexasRed fluor -1.7% and Tau fibril FP -6.5%.
CN(C1=NC(=O)C(CC(=O)Nc2ccc(Br)cc2)S1)c1ccc(O)cc1 (configuration not stated) was read as HTT cytoprotect -0.9%, Tau ThT inhib -3.7%, TRb-SRC2 inh 1.8%, Tau fluor counter -16.7%, RECQ1 inh 7.1%, TexasRed fluor -1.9% and Tau fibril FP -0.4%.
`CCN(CC)C(=O)c1sc2c(c1C)c(=O)n(-c1ccc(C)c(C)c1)c(=O)n2CC(=O)NCC1CCCO1` (configuration not stated) gave HTT cytoprotect -4.4%, Tau ThT inhib -11.6%, TRb-SRC2 inh -6.8%, Tau fluor counter -14.1%, RECQ1 inh inconclusive, TexasRed fluor 1.2% and Tau fibril FP -1.7%.
CCC(C)n1c(SCc2c(F)cccc2Cl)nc2ccsc2c1=O (configuration not stated) was read as Tau ThT inhib -11.5%, TRb-SRC2 inh 8.3%, Tau fluor counter -22.1%, TexasRed fluor 1.1% and Tau fibril FP -4.5%.
For CCc1ccc(-n2nc(C)c3c(C(=O)Nc4cc(C)ccc4C)cc(C)nc32)cc1 the results were Tau ThT inhib -0.7%, TRb-SRC2 inh 5.8%, Tau fluor counter 1.9%, TexasRed fluor 0.9% and Tau fibril FP -5.7%.
For Cc1ccc(C(=O)Oc2coc(CSc3nnc(NC(=O)C4CC4)s3)cc2=O)cc1 the results were L3MBTL1 block -5.7%, HTT cytoprotect -19.1%[10 µM], Tau ThT inhib inconclusive, TRb-SRC2 inh 7.4%, Tau fluor counter -13.1%, RECQ1 inh 4.0%, TexasRed fluor 0.2% and Tau fibril FP -7.7%.
CC(C)(O)C#Cc1ccc(CN2CCN(Cc3ccsc3)C(CCO)C2)cc1 (configuration not stated) was read as L3MBTL1 block 3.1%, HTT cytoprotect 2.3%[10 µM], Tau ThT inhib 1.3%, TRb-SRC2 inh -1.7%, Tau fluor counter 14.7%, RECQ1 inh inactive, TexasRed fluor -1.4% and Tau fibril FP 7.6%.
For O=C(Cc1c(Cl)cccc1Cl)OCC(=O)N1CCN(C(=O)c2ccco2)CC1 the results were L3MBTL1 block 9.2%, HTT cytoprotect -8.5%, Tau ThT inhib 2.3%, TRb-SRC2 inh -1.3%, Tau fluor counter 2.7%, RECQ1 inh -22.4%, TexasRed fluor -1.1% and Tau fibril FP -0.2%.
`CCn1c(-c2cccs2)nc2ccccc21` gave L3MBTL1 block 3.2%, HTT cytoprotect -81.5%[inhibitor][10 µM], Tau ThT inhib inconclusive, TRb-SRC2 inh -11.6%, Tau fluor counter -0.7%, RECQ1 inh -8.1%, TexasRed fluor -0.4% and Tau fibril FP 9.0%.
